High-throughput results from PubChem.
Nrf2 block: Nrf2 qHTS screen for inhibitors | A549 ARE-Fluc reporter, luciferase luminescence, 18-24 h | Potency, µM (highest dose often 46 µM), for inactives: at the highest dose activity change, negative = inhibition, usual class: inhibitors | 360,000 tested, 2.1% active | AID 504444, 2011; also: potency is read from the fitted curve at half-maximal effect; % is scaled to controls: 0 for no effect and ±100 for the full control effect; nearly all actives have a fitted effect of over 60% in size
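Nrf2 activity is the BugLite luminescence, read 15 min after reagent at room temperature, following CellTiter-Fluor cytotoxicity readout (30 min, 37C). Compound titrations were applied for 18-24 h to 5000 A549 ARE_Fluc cells/well in 5% FBS OPTI-MEM.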
CCT chaperon mod: High-Throughput Screening for Modulators of Cytosolic Chaperonin Activity. purified chaperonin ATPase assay, HTRF ADP detection, 30 min. activity change, % (test concentration not listed), hits read low. 360,000 tested, 0.3% active; in the data active = activity change below about -30%; also: % is scaled to controls: 0 for no effect and ±100 for the full control effect
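Enzyme 40 or 20 nM (batch-dependent) in Tris pH 7.4/KCl/MgCl2/DTT; cpd 76 uM single point; ATP 10 uM; 30 min 37 °C; Transcreener ADP HTRF detection, 30 min RT; ratio 665/615.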
HepG2 tox: qHTS for Inhibitors of TGF-b: Cytotox Counterscreen | HepG2 CAGA-GFP viability, ATP luminescence, 18 h | Potency, µM (highest dose often 46.1 µM), for the others: at the highest dose activity change, negative = cytotoxicity, most hits filed as cytotoxic | 410,000 tested, 0.76% active; also: potency is read from the fitted curve at half-maximal effect; some results filed as inactive show a strong effect at the top dose
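HepG2 CAGA-GFP cells (1000/well, DMEM with 1% FBS) received compound, then TGF-beta at 500 pg/mL final, and were incubated 18 hours at 37 degrees C. Viability was read by CellTiter-Glo luminescence. Media-only wells were set as complete cell-killing and DMSO as no toxicity.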
A549 tox: Nrf2 qHTS screen for inhibitors: counterscreen for cytotoxicity; A549 ARE-Fluc cells, CellTiter-Fluor viability, 18-24 h; Potency, µM (doses to about 46 µM), for the others: at the highest dose activity change, negative = cytotoxicity, usual class: inhibitors; 390,000 tested, 0.16% active; AID 504648, 2011; also: potency is read from the fitted curve at half-maximal effect; % is scaled to controls: 0 for no effect and ±100 for the full control effect
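A549 ARE_Fluc cells in 5% FBS OPTI-MEM were exposed to compounds in concentration-response for 18-24 h at 37 deg C. Viability was read by CellTiter-Fluor fluorescence (Ex 405/Em 525) after 30 min, before the luciferase read.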
Nrf2 activator: qHTS of Nrf2 Activators. AREc32 ARE-luciferase reporter (MCF7-derived line), luminescence, 24 h. Potency, µM (doses to about 46.1 µM), for inactives: top-dose activation, most hits filed as activators. 410,000 tested, 0.31% active; also: potency is read from the fitted curve at half-maximal effect; % of control where 0% means no effect; nearly all actives have a fitted effect of over 65% in size
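Nrf2 activation is followed as ARE-luciferase induction in the AREc32 line after one day of compound treatment; luminescence is read with Steady-Glo.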
TGFb SMAD3 inh: qHTS for Inhibitors of TGF-b; HepG2 CAGA-GFP TGF-b/SMAD3 reporter, GFP fluorescence, 18 h; TGF-beta stimulated, 500 pg/mL final; Potency, µM (highest dose often 46.1 µM), without a hit: at the highest dose activity, negative = inhibition, usual class: inhibitors; 410,000 tested, 1.2% active; also: potency is read from the fitted curve at half-maximal effect; % is scaled to controls: 0 for no effect and ±100 for the full control effect; nearly all actives have a fitted effect of over 65% in size
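Inhibition of TGF-beta-driven CAGA-GFP reporter expression in HEPG2 cells is measured by cellular GFP fluorescence after 18 h stimulation with 500 pg/mL recombinant TGF-beta in 1% FBS medium at 37 degrees C.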
Abeta rescue: qHTS for compounds that reverse cellular toxicity of Amyloid beta (A-beta) peptide in yeast: Primary Screen. yeast expressing A-beta42, growth rescue, OD600, 48 h; response scale: 0% DMSO, 100% iron-clioquinol control. Potency, µM (doses to about 46.1 µM), for inactives: at the top dose growth rescue, most hits filed as activators. 410,000 tested, 0.063% active; also: potency is read from the fitted curve at half-maximal effect; nearly all actives have a fitted effect of over 55% in size
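Growth rescue measured by 600 nm absorbance after 48 h yeast culture at 30 C with compound. Values normalized between DMSO and an equimolar ferric chloride plus clioquinol control.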
Akt phos inh: HTS Assay for Inhibitors of Akt Phophorylation: Primary Screen. 360,000 tested, 0.32% active. activity change, % for hits at 50 µM. Neuro2A IGF-stimulated pAkt S473 HTRF, 20 min; active compounds read low; in the data active = activity change below about -80%; inconclusive = mostly about -51% to -80%; also: % is scaled to controls: 0 for no effect and ±100 for the full control effect
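Neuro2A cells (4,500/well, DMEM with 0.5% FBS) were treated with compound at a single 50 µM final concentration, stimulated with 6 nM IGF for 20 min at 37 °C, and lysed. Phospho-Akt Ser473 was read by HTRF as 665/615 ratio ×10^4.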
MmCpn inh: Inhibitors of TCP-1 ring complex (TRiC) of Methanococcus maripaludis (MmCpn): qHTS; Chaperonin Mm-Cpn (Methanococcus maripaludis); purified Mm-Cpn ATPase, ADP Transcreener TR-FRET; Potency, µM (series often up to 76.9 µM), without a hit: top-dose activity, negative = inhibition, actives largely listed as inhibitors; 330,000 tested, 0.031% active; AID 504842, 2011; also: potency is read from the fitted curve at half-maximal effect; % is scaled to controls: 0 for no effect and ±100 for the full control effect; nearly all actives have a fitted effect of over 80% in size
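Compound-treated chaperonin, 25 nM final, turns over 10 uM ATP at 37°C for 30 min following a 10 min preincubation; ADP generated competes with ADP-d2 for Eu-cryptate antibody, lowering FRET.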
The depositor's hits bear a star; i = inactive; ? = inconclusive; . = not tested or not shown; & = joins results of further samples; [ ] = dose if it differs, or a comment. Unless noted, calls follow the shape of the dose curve; as a rule, active = well fitted curve in the direction sought with a large enough effect; inconclusive = small, poorly fitted or top-dose-only effect, or another doubt; inactive = no such curve, though single readings can be large; an effect the other way counts as inactive or inconclusive.

SMILES | Nrf2 block | CCT chaperon mod | HepG2 tox | A549 tox | Nrf2 activator | TGFb SMAD3 inh | Abeta rescue | Akt phos inh | MmCpn inh
CCN(CC)c1ccc(N=C2C=CC(=O)C=C2NC(C)=O)cc1 | -3% | 1.6 | -15% | -1% | 6.2% | 8% | -50%[inhibitor] | i | .
CC(=O)c1ccc(OCC(O)CN2CCc3ccccc3C2)cc1 (stereo not given) | 4% | -4.7 | -7% | 1% | -0.4% | -10% | -5% | i | -1%
C=CCn1c(SCC(=O)Nc2nnc(CC)s2)nnc1-c1cccnc1 | -8% | -7.3 | -5% | 4% | -0.2% | -10% | -1% | i | 1%
CCn1cc(C(=O)OCC(=O)Nc2ccc(S(=O)(=O)N3CCCC3)cc2)c(=O)c2ccc(C)nc21 | 8% | -2.7 | 0% | -3% | 0.1% | 4% | 1% | i | -3%
CCn1c(SCC(=O)N2CCC(C)CC2)nnc1-c1ccccc1O | . | . | 17% | 1% | 0.0% | 10% | -1% | . | .
COc1cc(C)c(S(=O)(=O)NCc2ccc3c(c2)OCO3)cc1C | 6% | 1.3 | -22% | 2% | -1.1% | 3% | -2% | i | 1%
Cc1ccc(CSCCNC(=O)c2cccc([N+](=O)[O-])c2)cc1 | ? | -0.7 | -8% | 10% | 0.4% | -4% | -9% | i | 3%
COc1cccc(S(=O)(=O)N(C)C[C@H]2OCc3cnnn3CCCC(=O)N([C@H](C)CO)C[C@H]2C)c1 | . | -1.0 | 18µM* | . | -0.5% | -6% | -14% | i | .
Nc1nc(SCc2ccc(Br)cc2)n[nH]1 | ? | -1.1 | 0% | 12% | 0.2% | -2% | -12% | i | -1%
Cc1cc(C(=O)OCC(=O)N2CC(=O)Nc3ccccc32)c(C)n1-c1ccccc1 | ? | -1.1 | -11% | 1% | 5.1% | -14% | 15% | i | 4%

Given with each value named: entries from further up.
Cc1ccc(CSCCNC(=O)c2cccc([N+](=O)[O-])c2)cc1
  Nrf2 block: ? | CCT chaperon mod: -0.7 | HepG2 tox: -8% | A549 tox: 10% | Nrf2 activator: 0.4% | TGFb SMAD3 inh: -4% | Abeta rescue: -9% | Akt phos inh: i | MmCpn inh: 3%
COc1cccc(S(=O)(=O)N(C)C[C@H]2OCc3cnnn3CCCC(=O)N([C@H](C)CO)C[C@H]2C)c1
  Nrf2 block: . | CCT chaperon mod: -1.0 | HepG2 tox: 18µM* | A549 tox: . | Nrf2 activator: -0.5% | TGFb SMAD3 inh: -6% | Abeta rescue: -14% | Akt phos inh: i | MmCpn inh: .
Nc1nc(SCc2ccc(Br)cc2)n[nH]1
  Nrf2 block: ? | CCT chaperon mod: -1.1 | HepG2 tox: 0% | A549 tox: 12% | Nrf2 activator: 0.2% | TGFb SMAD3 inh: -2% | Abeta rescue: -12% | Akt phos inh: i | MmCpn inh: -1%

Carrying on:
SMILES | Nrf2 block | CCT chaperon mod | HepG2 tox | A549 tox | Nrf2 activator | TGFb SMAD3 inh | Abeta rescue | Akt phos inh | MmCpn inh
Cc1[nH]c2ccccc2c1C(=O)COC(=O)C1CC(=O)N(Cc2ccccc2)C1 (stereo not given) | 22% | -0.9 | 3% | 0% | 1.8% | 0% | 10% | i | -1%
O=C1c2ccccc2C(=O)N1CCCC(=O)N1CCCc2ccccc21 | ? | 2.6 | -1% | 0% | 0.6% | -9% | -21% | i | 3%
COc1cccc(NC(=O)c2nnn(Cc3ccc(Br)cc3F)c2N)c1 | 1% | -1.2 | -28% | -3% | -0.6% | -19% | 12% | i | 2%
CC(C)CNc1oc(-c2ccco2)nc1C#N | -17% | -1.4 | -60% | 9% | ? | -1% | -5% | i | -1%
O=C(NCc1ccc(Cl)cc1)c1cccc(S(=O)(=O)N2CCCC2)c1 | -16% | -1.1 | -4% | 5% | -0.6% | -25% | -4% | i | 0%
CCOC(=O)c1cc(=O)c2ccc(OCc3ccccc3)cc2o1 | 1% | -3.0 | -20% | -9% | 0.4% | 0% | -9% | i | 1%
O=C(CCC(=O)c1cccs1)OCC(=O)c1ccc(F)cc1 | 17% | 1.1 | -7% | 1% | -0.6% | 14% | 7% | i | -1%
COc1cc(/C=C/C(=O)Nc2nc3ccc(S(=O)(=O)NC(C)C)cc3s2)cc(OC)c1OC | -3% | -2.6 | -26% | -2% | -0.4%[9.22 µM] | 0% | 19% | i | -1%
CCCN(CCC)CCNC(=O)c1cc2c(C)nc3ccccc3c2o1 | . | 0.2 | -35% | -19% | 6.0% | -31% | 12% | i | -21%
COc1ccccc1C1C(C(C)=O)=C(C)N=c2s/c(=C\c3cc(OC)c(OC)c(OC)c3)c(=O)n21 (stereo not given) | ? | -3.7 | -40% | ? | 0.9% | 6% | 21% | i | 0%
Cn1c(CSc2nnc(SCc3ccccc3)s2)nc2ccccc21 | ? | -0.8 | -17% | -8% | 9.1% | ? | 15% | i | 0%
COc1ccc(-c2nc3ccc(N4CCCC4)cc3c(=O)[nH]2)cc1OC | ? | -79* | 3% | -6% | 2.1% | 17% | -8% | i | -2%
Cc1scc(CN2CCN(c3ccccc3F)CC2)c1C | 13% | . | 0% | 13% | -0.4% | -22% | 6% | . | .
CCc1noc(C)c1C(=O)Nc1cc(Cl)ccc1N1CCCC1 | -3% | -1.2 | -7% | 5% | 0.5% | -14% | -8% | i | 1%
Cc1ccc2cn[nH]c2c1[N+](=O)[O-] | -19% | -6.4 | -9% | 1% | 4.1% | -1% | 3% | i | -3%
COCCNc1nc(-c2ccccc2)nc2c1oc1ccccc12 | -22% | -1.5 | -11% | -2% | 0.3% | -1% | -25% | i | 2%
O=C(O)C1CC=C(Cl)CC1C(=O)NC1CCCCC1 (stereo not given) | 0% | -1.7 | 8% | 0% | -0.1% | -2% | 22% | i | 2%
CCS(=O)(=O)N1Cc2ccccc2CC1C(=O)N1CCN(c2cccc(C)c2C)CC1 (stereo not given) | ? | 1.9 | -7% | 0% | 1.8% | -10% | 1% | i | -5%
NC(=O)CSc1ccc(-c2ccc(F)cc2)nn1 | -8% | -0.9 | 17% | -2% | 0.4% | 3% | 0% | i | -2%
COc1cccc(C(=O)COC(=O)CCC(=O)NC2CCCCC2)c1 | 4% | -3.7 | 0% | 5% | 0.3% | ? | 1% | i | 0%
O=C(CCn1cccc1)Nc1ccc(OC(F)(F)F)cc1 | -5% | 2.1 | -2% | 1% | 2.8% | 4% | 9% | i | -1%
COc1cccc(CNC(=O)CCC2CCCN(C(=O)c3cc(C)on3)C2)c1 (stereo not given) | 0% | -2.5 | -9% | -1% | 0.0% | -17% | 2% | i | 5%
CCN1/C(=C/C(=O)c2ccco2)Sc2ccccc21 | ? | -1.0 | 1% | ? | ? | -2% | -23% | i | 0%
O=C(O)Cc1sc(Nc2ccccc2)nc1-c1cccs1 | 0% | 1.3 | -2% | -13% | 27% | -16% | 3% | i | -5%
Cc1ccc(S[C@@H](CCN2CC[C@H](O)CCC2=O)c2ccccc2)cc1 | 11% | 1.0 | -5%&1% | -4% | 2.6% | ? | -7% | i | 3%
CCN1CN(Cc2ccco2)CNC1=S | 4% | -2.7 | 18% | 3% | -0.1% | -1% | -11% | i | 2%
Cc1ccc(CNC(=O)CSc2c3c(nc4ccc(Cl)cc24)CCCC3)cc1 | 1% | . | -13% | 1% | 0.5% | -1% | -12% | . | .
CN(Cc1ccon1)C(=O)CC1C(=O)NCCN1CC1CCCCC1 (stereo not given) | 4% | -2.3 | -13% | 6% | 0.8% | 1% | -4% | i | -3%
Cc1ccc(CNC(=O)CN2N=C(c3ccc(C)cc3)CCC2=O)cc1 | . | . | -21% | 14% | -0.3% | -5% | -10% | . | .
O=C(c1cc(-c2ccccc2O)on1)N1CCCCC1 | 11% | . | -7% | -4% | 7.5% | . | -22% | . | .
CCCCNC(=O)CSc1nc2cc3c(cc2c(=O)n1CCCN(CC)CC)OCO3 | 4% | -0.3 | 4% | -2% | -0.4% | 0% | 3% | i | 2%
Cc1ccccc1OCC(=O)NNC(=O)Cc1ccc(S(=O)(=O)N2CCOCC2)s1 | -15% | 0.7 | 1% | -11% | -0.7% | -18% | 18% | i | 1%
CC1O[C@@H](O[C@H](C)CC[C@@H](C)O[C@H]2OC(C)[C@@H](O)C[C@H]2O)C(O)C[C@H]1O (stereo not given in full) | 9% | -0.7 | 4% | 4% | 0.2% | -7% | -14% | i | 0%
COC(=O)C1=C(C(=O)OC)SC2(S1)C(C(=O)OC)=C(C(=O)OC)SC1=C2c2cccc(C)c2NC1(C)C | -10% | -2.8 | -11% | -9%[1.84 µM] | 8.9% | ? | 1% | i | 1%
O=C(CSc1ncnc2sccc12)NC1CCS(=O)(=O)C1 (stereo not given) | -19% | 2.1 | -83% | 4% | 0.5% | 22% | -2% | i | 0%

Quoted at random: two compounds from above.
SMILES | Nrf2 block | CCT chaperon mod | HepG2 tox | A549 tox | Nrf2 activator | TGFb SMAD3 inh | Abeta rescue | Akt phos inh | MmCpn inh
O=C(CSc1ncnc2sccc12)NC1CCS(=O)(=O)C1 (stereo not given) | -19% | 2.1 | -83% | 4% | 0.5% | 22% | -2% | i | 0%
COC(=O)C1=C(C(=O)OC)SC2(S1)C(C(=O)OC)=C(C(=O)OC)SC1=C2c2cccc(C)c2NC1(C)C | -10% | -2.8 | -11% | -9%[1.84 µM] | 8.9% | ? | 1% | i | 1%
